RMI-FANCM inh = disruptors of RMI1/RMI2 association with MM2 peptide – biochemical, fluorescence polarization, human, primary screen; RMI core complex (RMI1/RMI2) binding to FANCM MM2 peptide, human; FP signal (polarization) at 33 µM; AID 1159607, 2016; RMI core complex with F-MM2 peptide; hits give low values; hit rate 0.58% among 70,000; in the data active means FP signal below about 40; further: inactives centre near 61; strong numbers were not always called active; unit not given here
* hit, by the source's call; & = joins results of further samples.

`O=C(CCCSc1ccc(NC(=O)C2CC2)nn1)NCCN1CCOCC1` gave RMI-FANCM inh 63.
Screening Cc1[nH]c2ccccc2c1C(=O)CSc1nc2sc(C)c(C)c2c(=O)n1-c1ccccc1 returned RMI-FANCM inh 156.
Screening O=C(Cc1cccs1)NCC(c1ccsc1)N1CCCC1 (stereo not drawn) returned RMI-FANCM inh 71.
CSc1sc(C(=O)NC(C)(C)C)c(-c2ccc(Cl)cc2)c1C#N was read as RMI-FANCM inh 56.
Screening CCCCCCOc1ccccc1C(N)=O returned RMI-FANCM inh 52.
For COc1cccc2sc(=NC(=O)c3ccc(Cl)s3)n(C)c12 the results were RMI-FANCM inh 59.
Screening CN(C(=O)c1cc(Cl)ccc1Cl)C1CCS(=O)(=O)C1 (stereo not drawn) returned RMI-FANCM inh 54.
For COC(=O)CNC(=O)NC12CC3CC(CC(C3)C1)C2 the results were RMI-FANCM inh 53.
Screening C=CCN(CC=C)S(=O)(=O)c1ccc(C(=O)N2CCCCC2)cc1 returned RMI-FANCM inh 61.
CN(C)S(=O)(=O)N1CCN(c2ccc(F)cc2)CC1 was read as RMI-FANCM inh 65.
Cn1c(Cc2nn(C)c(=O)c3ccccc23)nnc1SCC(=O)c1ccc(Cl)cc1Cl was read as RMI-FANCM inh 55.
Screening N=C(N)Sc1c(-c2ccccc2)[nH]c2ccccc12 returned RMI-FANCM inh 69.
Screening Cc1ccc(-n2nnnc2SCC(=O)c2ccccc2)c(C)c1 returned RMI-FANCM inh 65.
CCCCc1ccc(NC(=O)N2CCNC(=O)C2CC(=O)Nc2cc(Cl)ccc2Cl)c(C)c1 (stereo not drawn) was read as RMI-FANCM inh 59.
C=CC(C)(C)OCC(O)CN1CCC(C)CC1 (stereo not drawn) was read as RMI-FANCM inh 60.
CCc1ccccc1NC(=O)Cn1cnc2c(sc3cccc(F)c32)c1=O was read as RMI-FANCM inh 67.
For S=C(NCc1ccccc1)Nc1ccccc1 the results were RMI-FANCM inh 61.
Screening Cn1c(SCc2ccccc2)nnc1-c1csc(Cc2ccsc2)n1 returned RMI-FANCM inh 58.
For COC(=O)c1c(NC(=O)/C(C#N)=C/c2ccc(-c3cccc([N+](=O)[O-])c3)o2)sc(C)c1C the results were RMI-FANCM inh 65.
CCOC(=O)c1c(N/C=C(\C#N)c2nc(-c3cccs3)cs2)sc2c1CCC(C(C)(C)C)C2 (stereo not drawn) was read as RMI-FANCM inh 62.
For CC(C)OC(=O)c1ccc([N+](=O)[O-])cc1 the results were RMI-FANCM inh 53.
For O=C(Nc1nc2cc3c(cc2s1)OCO3)c1ccccc1Br the results were RMI-FANCM inh 59.
Screening Cc1cc(C)cc(NC(=O)NCCn2ncccc2=O)c1 returned RMI-FANCM inh 62.
For CC12CCC(C(=O)NCc3ccc(F)cc3)(CC1=O)C2(C)C (stereo not drawn) the results were RMI-FANCM inh 59.
`CC(=O)CSc1nsc(SCC(C)=O)c1C#N` gave RMI-FANCM inh 58.
`CC1(C)CC(=O)c2sc(NC(=O)CS(=O)(=O)c3ccc(F)cc3)nc2C1` gave RMI-FANCM inh 53.
Screening COc1ccc2c(NCc3ccc(OC)c(OC)c3)c(C#N)cnc2c1 returned RMI-FANCM inh 64.
COc1ccc(S(=O)(=O)Nc2ccc3c(c2)CN(C(=O)c2cccs2)CC3)cc1C was read as RMI-FANCM inh 73.
For CCc1ccccc1NC(=O)CSc1ncc(S(=O)(=O)c2cccs2)c(N)n1 the results were RMI-FANCM inh 64.
`CCOC(=O)c1ccc(CC2SC(=Nc3cccc(C)n3)NC2=O)cc1` (stereo not drawn) gave RMI-FANCM inh 70.
CCOC(=O)C1CCN(c2c(C#N)cnc3cc(OC)ccc23)CC1 was read as RMI-FANCM inh 61.
`COc1ccc(Cl)cc1NC(=O)Nc1ccc2nc(C)n(-c3ccccc3)c(=O)c2c1` gave RMI-FANCM inh 75.
Screening CC(=O)Nc1ccc(OCC(O)CN2CCN(Cc3ccccc3)CC2)cc1 (stereo not drawn) returned RMI-FANCM inh 68.
`O=c1c2nc(N3CCCCC3)sc2c(-c2ccco2)nn1Cc1ccccc1Cl` gave RMI-FANCM inh 72.
Cn1nccc1C(=O)Nc1nc(-c2nc3ccccc3s2)cs1 was read as RMI-FANCM inh 78.
`Cc1ccc(/C=C2/SC(c3ccccc3)=NC2=O)o1` gave RMI-FANCM inh 118.
Screening Nc1ccccc1SC(CC(=O)c1cccs1)c1cccs1 (stereo not drawn) returned RMI-FANCM inh 56.
COCCCNC(=S)NNC(=O)c1csc(C)n1 was read as RMI-FANCM inh 57.
Screening COC(=O)c1ccccc1OC1OC(COC(C)=O)C(OC(C)=O)C(OC(C)=O)C1NC(C)=O (stereo not drawn) returned RMI-FANCM inh 61.
`O=C(NCc1ccccc1)Nc1ccc(-c2ccc(N3CCCC3)nn2)cc1` gave RMI-FANCM inh 71.
O=C(O)CCNC(=O)c1ccccc1 was read as RMI-FANCM inh 55.
For O=C(NCC(c1ccco1)N1CCc2ccccc2C1)C1CCCCC1 (stereo not drawn) the results were RMI-FANCM inh 52.
O=c1c2nnn(Cc3ccc(Cl)cc3)c2ncn1Cc1ccc(C(F)(F)F)cc1 was read as RMI-FANCM inh 64.
`COc1ccc(CNC(=O)Nc2ccccc2C(F)(F)F)cc1` gave RMI-FANCM inh 50.
`CSc1cccc(NC(=O)C2(c3cccs3)CCCC2)c1` gave RMI-FANCM inh 62.
For COc1ccc(OC)c(S(=O)(=O)N2CCN(c3ccc4nnc(C5CC5)n4n3)CC2)c1 the results were RMI-FANCM inh 65.
For Cc1cccc(C(=O)Nc2ccc3scnc3c2)c1 the results were RMI-FANCM inh 65.
Screening Nc1ncnc2oc(-c3ccccc3)c(-c3ccccc3)c12 returned RMI-FANCM inh 57.
`Cc1cn(C(=O)Nc2ccc(Cl)cc2)nc1-c1cccs1` gave RMI-FANCM inh 60.
For O=C(Cc1ccc(Cl)cc1)NCCN1CCN(c2ccccc2F)CC1 the results were RMI-FANCM inh 64.
`Cn1nnc2c(NCCc3c[nH]c4ccccc34)ncnc21` gave RMI-FANCM inh 54.
Screening O=C(CC(NCCCN1CCOCC1)C(=O)O)Nc1ccc(Nc2ccccc2)cc1 (stereo not drawn) returned RMI-FANCM inh 52.
Cn1c(=O)c2c(SCC(=O)N3CCCCC3)nc(-c3cccc(F)c3)nc2n(C)c1=O was read as RMI-FANCM inh 70.
COc1cc(=O)n(-c2ccc(C)cc2)nc1C(=O)Nc1ccccc1C(F)(F)F was read as RMI-FANCM inh 58.
`FC(F)(F)COc1ccc(OCC(F)(F)F)c(-c2csnn2)c1` gave RMI-FANCM inh 56.
For Nc1nc2c(-c3ccccc3)c(C(F)(F)F)sc2s1 the results were RMI-FANCM inh 55.
Screening O=C(O)C(Cc1cnc[nH]1)N1C(=O)C2C3C=CC(C3)C2C1=O (stereo not drawn) returned RMI-FANCM inh 39.
For Cc1oc(-c2ccc(Cl)c([N+](=O)[O-])c2)cc1-c1nnc(-c2ccco2)o1 the results were RMI-FANCM inh 75.
COc1ccc2oc(-c3csc(NC(=O)c4ccccc4C)n3)cc2c1 was read as RMI-FANCM inh 75.
For Cc1nc(SCC(=O)N2CCCC2)[nH]c(=O)c1C the results were RMI-FANCM inh 65.

A draw from above in order of molar mass, smallest number first.
For Cc1nc(SCC(=O)N2CCCC2)[nH]c(=O)c1C the results were RMI-FANCM inh 65.
For Cc1cccc(C(=O)Nc2ccc3scnc3c2)c1 the results were RMI-FANCM inh 65.
Screening Nc1ncnc2oc(-c3ccccc3)c(-c3ccccc3)c12 returned RMI-FANCM inh 57.
For Nc1nc2c(-c3ccccc3)c(C(F)(F)F)sc2s1 the results were RMI-FANCM inh 55.
Screening O=C(O)C(Cc1cnc[nH]1)N1C(=O)C2C3C=CC(C3)C2C1=O (stereo not drawn) returned RMI-FANCM inh 39.
`CSc1cccc(NC(=O)C2(c3cccs3)CCCC2)c1` gave RMI-FANCM inh 62.
`Cc1cn(C(=O)Nc2ccc(Cl)cc2)nc1-c1cccs1` gave RMI-FANCM inh 60.
`COc1ccc(CNC(=O)Nc2ccccc2C(F)(F)F)cc1` gave RMI-FANCM inh 50.
`FC(F)(F)COc1ccc(OCC(F)(F)F)c(-c2csnn2)c1` gave RMI-FANCM inh 56.
For Cc1oc(-c2ccc(Cl)c([N+](=O)[O-])c2)cc1-c1nnc(-c2ccco2)o1 the results were RMI-FANCM inh 75.
For O=C(Cc1ccc(Cl)cc1)NCCN1CCN(c2ccccc2F)CC1 the results were RMI-FANCM inh 64.
COc1cc(=O)n(-c2ccc(C)cc2)nc1C(=O)Nc1ccccc1C(F)(F)F was read as RMI-FANCM inh 58.
Screening O=C(CC(NCCCN1CCOCC1)C(=O)O)Nc1ccc(Nc2ccccc2)cc1 (stereo not drawn) returned RMI-FANCM inh 52.
Cn1c(=O)c2c(SCC(=O)N3CCCCC3)nc(-c3cccc(F)c3)nc2n(C)c1=O was read as RMI-FANCM inh 70.
For COc1ccc(OC)c(S(=O)(=O)N2CCN(c3ccc4nnc(C5CC5)n4n3)CC2)c1 the results were RMI-FANCM inh 65.

New compounds follow:
For CN1CCN(C(CNC(=O)C(=O)Nc2ccc3c(c2)OCCO3)c2ccc(F)cc2)CC1 (stereo not drawn) the results were RMI-FANCM inh 57.
COc1ccccc1C(=O)N1CCCC(c2nnc(CC(C)(C)C)o2)C1 (stereo not drawn) was read as RMI-FANCM inh 61.
`CSc1nc(N)c(NC(=O)c2ccccc2F)c(=O)[nH]1` gave RMI-FANCM inh 72.
`CCc1cc(S(=O)(=O)N(C)C)ccc1OC` gave RMI-FANCM inh 62.
For COc1cccc(CNC(=O)Cn2c3ccccc3c3ncn(Cc4ccccc4)c(=O)c32)c1OC the results were RMI-FANCM inh 101.
OC(CNCC1CCCO1)Cn1c2ccc(Cl)cc2c2cc(Cl)ccc21 (stereo not drawn) was read as RMI-FANCM inh 89.
Screening C=C1C2CC[C@@]3(C)[C@H](c4ccoc4)OC(=O)C[C@]13O[C@H]1CC(=O)C(C)(C)[C@H](C(O)C(=O)OC)[C@@]21C (stereo partly drawn) returned RMI-FANCM inh 61.
Screening COC(=O)/C=C(\C(=O)OC)N1CCN(C(=S)c2ccc(N(C)C)cc2)CC1 returned RMI-FANCM inh 62.
Cc1ccc(C)c2c1c1ccccc1n2C was read as RMI-FANCM inh 57.
`CCOc1cc(-c2nnc(NC(=O)c3ccc(Br)s3)o2)cc(OCC)c1OCC` gave RMI-FANCM inh 54.
`COC(=O)Nc1nc(CC(=O)N2CCN(c3cccc(C(F)(F)F)c3)CC2)cs1` gave RMI-FANCM inh 68.
For COc1ccc(NC(=O)Cn2ccn(-c3ccc(C)c(F)c3)c(=O)c2=O)cc1 the results were RMI-FANCM inh 76.
Screening CSc1nnc(CNC(=O)COc2ccc(Cl)cc2Cl)n1-c1cccc(Cl)c1 returned RMI-FANCM inh 61.
Screening CCc1cnc2c(c1Cl)c(=O)n(C)c(=O)n2C returned RMI-FANCM inh 71.
Screening Cn1cc(/C=C2\SC(=O)N(CCC(=O)O)C2=O)c2ccccc21 returned RMI-FANCM inh 106.
`Cc1cccc(N2CCN(C(=O)c3cc4cc([N+](=O)[O-])ccc4oc3=O)CC2)c1C` gave RMI-FANCM inh 59.
Screening N#C/C(=N/Nc1cccc([N+](=O)[O-])c1)c1nc(-c2ccc3c(c2)OCO3)cs1 returned RMI-FANCM inh 62.
Screening O=C(NCC(c1ccc(F)cc1)N1CCOCC1)C(=O)Nc1ccc(F)c([N+](=O)[O-])c1 (stereo not drawn) returned RMI-FANCM inh 48.
`COc1ccc(N=C(Nc2cccc(C(F)(F)F)c2)SC)cc1` gave RMI-FANCM inh 56.
O=C(O)CC1SC(=Nc2ccc(O)cc2)NC1=O (stereo not drawn) was read as RMI-FANCM inh 62.
COC(=O)c1ccccc1C(=O)N(CCCN(C)C)c1nc2c(C)ccc(Cl)c2s1 was read as RMI-FANCM inh 105.
`COc1cccc2cc(-c3nnc(NC(=O)c4ccc(S(=O)(=O)N(C)C)cc4)o3)oc12` gave RMI-FANCM inh 55.
Screening CCn1ccc(C(=O)Nc2nc3c(C)cc(Cl)cc3s2)n1 returned RMI-FANCM inh 61.
O=c1c(-c2ccc(O)cc2)coc2cc(O)ccc12 was read as RMI-FANCM inh 52&64.
Screening CCOC(=O)c1ccc(NC2SC(=O)N(c3ccc(C)c(C)c3)C2=O)cc1 (stereo not drawn) returned RMI-FANCM inh 72.
For S=C(NCCc1ccccc1)N1CCOCC1 the results were RMI-FANCM inh 58.
Screening O=C1CC(c2ccc(F)cc2)SC(N(c2ccccc2)c2ccccc2)=N1 (stereo not drawn) returned RMI-FANCM inh 62.
`Cc1cccc(C)c1NC(=O)CCCSc1nnnn1-c1ccccc1` gave RMI-FANCM inh 75.
Screening O=C(CSc1ncnc2ccccc12)Nc1ccc(OC(F)(F)F)cc1 returned RMI-FANCM inh 71.
Cc1cc(-c2nnc(COc3ccc4c(c3)OCO4)o2)ccc1[N+](=O)[O-] was read as RMI-FANCM inh 49.
For O=C1N=c2ccccc2=CC1=Cc1sc(=S)n(Cc2ccccc2)c1O the results were RMI-FANCM inh 56.
O=S(=O)(Nc1cccnc1)c1ccc(Oc2ccccc2Cl)cc1 was read as RMI-FANCM inh 53.
O=S(=O)(c1ccc(-c2ccc(Cl)cc2)cc1)N1CCCCC1 was read as RMI-FANCM inh 52.
`Cc1ccc(C(=O)NCCOc2cccc(C(F)(F)F)c2)cc1C` gave RMI-FANCM inh 55.
For CC(=O)Cc1nsc(NC(=O)C2Cc3ccccc3C(=O)O2)n1 (stereo not drawn) the results were RMI-FANCM inh 58.
`COc1ccc(Cl)cc1NC(=O)Cn1c(C)nc2c(sc3ccccc32)c1=O` gave RMI-FANCM inh 122.
Screening CCOC(=O)CCc1c(C)c(C#N)c2nc3ccccc3n2c1Cl returned RMI-FANCM inh 52.
`CC(=O)OCC(=O)[C@H]1CCC2C3CCC4=CC(=O)CC[C@]4(C)C3CC[C@@]21C` (stereo partly drawn) gave RMI-FANCM inh 66.
Screening CC(N)(C(=O)O)c1ccc(C(=O)O)cc1 (stereo not drawn) returned RMI-FANCM inh 50.
`CCOCCCN1C(=O)/C(=C/c2cn(-c3ccccc3)nc2-c2nc3ccccc3s2)SC1=S` gave RMI-FANCM inh 83.
For COC(=O)COc1cccc2c(=O)n(CC(=O)NCc3ccccc3)ccc12 the results were RMI-FANCM inh 60.

Screening results: PubChem, Small Molecule Screening Facility, UW Madison

A portion of the library; count on the stated rates, not on these rows.
